# Source: PubChem BioAssay
# HTR5A ag ctr – HTR5A agonists in luminescence cell assay, primary screen, counter-screen for OPRM1-OPRD1 heterodimer agonist project, full-deck HTS; 5-hydroxytryptamine receptor 5A (Homo sapiens), P47898; cell-based; activation, % at 9.3 µM; 340,000 compounds, 0.61% hits; AID 504692, 2011; in the data active = activation mostly above about 9.5%, no sharp cut-off; inactive = mostly below about 7.6%;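 also: 0% = cells with vehicle only and 100% = reference agonist; strong numbers were not always called active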
# CDK5 p35 inh – inhibitors of human CDK5/p35 kinase, primary screen, biochemical, single concentration; 330,000 compounds, 0.01% hits; Cyclin-dependent kinase 5 (Homo sapiens) + Cyclin-dependent kinase 5 activator 1 (Homo …; inhibition, % at 10 µM; Recombinant CDK5/p35, ADP-Glo luminescence, 60 min;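 active = highest replicate inhibition of at least 50% and at least 75% of replicates reaching 50%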;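 also: plate controls were DMSO neutral control for no effect and GW8510 at 10 µM for full effect; many of its hits are not listed in these tables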
# Target sequence (Q00535 whole entry, looked up): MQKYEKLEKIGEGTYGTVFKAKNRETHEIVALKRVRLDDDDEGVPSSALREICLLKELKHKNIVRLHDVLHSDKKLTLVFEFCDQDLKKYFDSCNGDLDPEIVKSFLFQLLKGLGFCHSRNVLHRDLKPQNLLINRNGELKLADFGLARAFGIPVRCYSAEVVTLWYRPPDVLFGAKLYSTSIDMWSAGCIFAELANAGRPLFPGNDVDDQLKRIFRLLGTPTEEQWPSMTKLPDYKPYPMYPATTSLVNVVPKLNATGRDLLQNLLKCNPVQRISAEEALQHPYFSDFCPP
# Target sequence (Q15078 whole entry, looked up): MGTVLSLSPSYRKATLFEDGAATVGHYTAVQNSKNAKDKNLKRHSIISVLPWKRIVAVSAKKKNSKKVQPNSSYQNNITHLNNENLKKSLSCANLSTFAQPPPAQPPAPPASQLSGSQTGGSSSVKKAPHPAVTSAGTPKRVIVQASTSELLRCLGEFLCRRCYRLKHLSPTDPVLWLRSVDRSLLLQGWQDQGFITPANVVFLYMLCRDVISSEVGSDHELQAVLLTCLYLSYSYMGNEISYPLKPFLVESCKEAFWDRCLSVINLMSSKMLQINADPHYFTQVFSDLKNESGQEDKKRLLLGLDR
# AddAB inh – growth inhibition of E. coli expressing H. pylori AddAB, primary screen, AddAB inhibitor project, absorbance; inhibition, % at 11.9 µM; 330,000 compounds, 0.29% hits; AID 435030, 2010; in the data active = inhibition above about 12%;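 also: 0% = vehicle wells of infected cells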
# phage Ecoli inh – growth loss of phage-infected E. coli, primary screen, RecBCD inhibitor project, absorbance, with phage, HTS | AID 651602, 2012 | inhibition, % at 11.9 µM | 360,000 compounds, 0.26% hits; in the data active = inhibition above about 11%
# PKA-R1A activ – activators of PKA-R1A holoenzyme, primary screen, biochemical, fluorescence polarization, Cy5-IP20, bovine R1A, mouse PKAc | PKA-R1A dissociation; scaled: DMSO 0%, 113 µM cGMP 100% | activation, % at 11.4 µM | 340,000 compounds, 0.083% hits | AID 504707, 2011;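 active = percent activation above the mean of all tested compounds plus 3 SD, cut at about 19% in these data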;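 also: higher means more PKAc released from R1A so a rise in polarization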
# Tat transport – E. coli Tat export inhibitors, primary screen, MC4100, TorA-mCherry reporter, fluorescence, single point; inhibition, % at 10 µM; 340,000 compounds, 0.036% hits;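 active = mean replicate inhibition at least 50% and at least half of replicates individually reaching 50%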;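 also: exported cargo escapes ClpAP degradation while cytoplasmic cargo is degraded and loses fluorescence; 0% = median of neutral control wells and 100% = median of NaSCN control wells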
# SUMO Mot1 rescue – yeast Mot1-301 growth rescue at high temperature, primary screen, SUMOylation pathway inhibitor project, S. cerevisiae, ATP luminescence, 38.5C | S. cerevisiae Mot1-301 growth rescue; percent above DMSO median, 100 means doubled | growth rescue, % at 18.8 µM | 320,000 compounds, 1% hits | AID 2716, 2010;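 active = every valid replicate shows activation above 250% relative to neutral control wells; inactive = the rest, any valid replicate at or below 250%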;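 also: OY570 slx delta 5 strain wells were the positive control but not used for scaling; some compounds called inactive have numbers as strong as hits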
# PKA-R2B activ – activators of PKA-R2B holoenzyme, primary screen, biochemical, fluorescence polarization, Cy5-IP20, human | cAMP-dependent protein kinase catalytic subunit beta (Homo sapiens) + cAMP-dependent … | PKA-R2B holoenzyme dissociation; R2B truncated from residue 108, S112A mutant; 0% DMSO only, 100% 113 µM cGMP | activation, % at 11.4 µM | 340,000 compounds, 0.079% hits;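 active = activation above a cutoff set at the mean over all compounds plus 3 SD, cut at about 18% in these data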;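 also: higher means more holoenzyme dissociation and a rise in polarization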
# Target sequence (P31323 whole entry, looked up, other chains not shown, the tested form may be a part): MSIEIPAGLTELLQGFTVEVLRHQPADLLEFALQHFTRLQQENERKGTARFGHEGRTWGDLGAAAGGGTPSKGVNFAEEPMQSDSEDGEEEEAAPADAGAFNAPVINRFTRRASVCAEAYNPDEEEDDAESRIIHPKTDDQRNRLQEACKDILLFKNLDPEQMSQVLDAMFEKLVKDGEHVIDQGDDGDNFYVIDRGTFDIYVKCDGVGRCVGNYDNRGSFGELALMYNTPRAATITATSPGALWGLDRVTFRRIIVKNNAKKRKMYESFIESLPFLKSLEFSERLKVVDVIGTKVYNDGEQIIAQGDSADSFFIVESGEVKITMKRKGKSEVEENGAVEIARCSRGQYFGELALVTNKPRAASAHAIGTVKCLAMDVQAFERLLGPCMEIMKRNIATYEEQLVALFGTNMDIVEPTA
# DAGLB inh – DAGLB lipase inhibitors, primary screen, biochemical, fluorescence, HTS; AID 504411, 2011; 340,000 compounds, 0.059% hits; inhibition, % at 5.17 µM; Diacylglycerol lipase-beta (Homo sapiens), Q8NCG7; HEK293T DAGLB membrane lysate, EnzChek fluorogenic substrate; in the data active = inhibition above about 34%;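 also: 0% = enzyme with vehicle and 100% = wells lacking enzyme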
# Ecoli viability – E. coli V3065 growth inhibition, primary screen, counter-screen for AddAB inhibitor project, absorbance, OD600 | 18 h | inhibition, % at 11.9 µM | 330,000 compounds, 0.27% hits;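 active = inhibition above the campaign's mean inhibition across all tested compounds plus 3 SD, cut at about 9.9% in these data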;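 also: uninfected addAB+ strain grown without phage in ampicillin broth; 0% = DMSO wells and 100% = ciprofloxacin 0.95 µg/ml wells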
# HTR5A inv ctr – HTR5A inverse agonists in luminescence cell assay, primary screen, counter-screen for OPRM1-OPRD1 heterodimer inverse agonist project, full-deck HTS; HTR5A cell line, inverse agonism; 340,000 compounds, 0.083% hits; AID 504634, 2011; 5-hydroxytryptamine receptor 5A (Homo sapiens), P47898; inhibition, % at 9.3 µM; in the data active = inhibition mostly above about 23%, no sharp cut-off; inactive = mostly below about 18%;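 also: 0% = cells with DMSO and 100% = no-cell wells with DMSO; some compounds called inactive have numbers as strong as hits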
# * = called active by the depositor; nt = not tested or not shown. Not a hit list. About 2.3% of those tested had a hit in this group.
SMILES,HTR5A ag ctr,CDK5 p35 inh,AddAB inh,phage Ecoli inh,PKA-R1A activ,Tat transport,SUMO Mot1 rescue,PKA-R2B activ,DAGLB inh,Ecoli viability,HTR5A inv ctr
NS(=O)(=O)OCC(Cc1ccccc1)N1C(=O)c2ccccc2C1=O (stereo unspecified),-3,0.7,1.6,3.5,4,-8,2,-5,0,-2.5,-21
C/C(=C\C=C(C#N)C#N)c1cc(C#N)c(N)o1,-2,4.2,nt,1.6,4,-13,nt,-7,12,nt,6
CN1CCO/C1=C(\C(Cl)=C(Cl)Cl)[N+](=O)[O-],-3,-0.4,0.9,3.0,-18,-4,-11,-2,-2,-1.3,9
O=C(NCCSc1ccccc1)c1ccc(CN2CCOCC2)cc1,-4,-0.3,-0.1,0.0,0,-5,9,-2,-2,-1.1,-1
NS(=O)(=O)c1ccc(NC(=O)c2c(Cl)cccc2Cl)cc1,-4,0.8,1.4,4.7,1,16,0,0,-4,1.4,12
Cc1ccc(C)c(NC(=O)CSc2nc3[nH]ncc3c(=O)[nH]2)c1,4,0.6,1.1,4.0,7,-3,-14,-6,2,1.1,-12
CC(=O)Nc1ccc(C(=O)Nc2ccc(S(=O)(=O)N3CCCCC3)cc2)cc1,8,1.0,0.9,1.4,-2,-1,-12,-7,1,-2.3,-8
CC(/C=N/n1c(-c2ccncc2)n[nH]c1=S)=C\c1ccco1,nt,3.9,5.8,-4.8,nt,-7,-8,nt,nt,-4.3,nt
O/N=C(/c1ccc(F)cc1)C1CC1c1c(F)cccc1Cl (stereo unspecified),8,1.4,0.6,1.5,-9,2,9,-5,-10,0.3,-30
COC(=O)Cc1c(OC)ccn(CCc2c[nH]c3ccccc23)c1=O,-4,0.2,-0.8,0.4,-2,0,-21,-3,2,-1.2,9
COc1ccccc1C(=O)NCC(=O)OCC(=O)c1ccc2c(c1)-c1ccccc1C2,3,0.1,1.8,-0.4,-5,1,4,0,-3,0.3,0
O=C(NCCc1nnc2ccccn12)c1cccs1,0,1.1,2.7,2.2,3,-4,10,-12,0,0.8,-15
Cc1ccc(C2Nc3ccc4ccccc4c3C3=C2C(=O)CC(C)(C)C3)o1 (stereo unspecified),1,-0.9,2.2,nt,1,-5,20,2,-4,1.3,2
COc1ccc(OCC(=O)Nc2nc3ccccc3[nH]2)cc1,0,1.8,-0.3,1.6,-13,6,0,-12,-2,0.3,-11
N#Cc1c(SCC(=O)Nc2nncs2)sc2c(O)cc(=O)[nH]c12,0,1.9,0.3,0.2,8,-2,-11,-3,5,-1.2,0
O=C(COc1ccccc1)N(Cc1cccs1)C1CCS(=O)(=O)C1 (stereo unspecified),0,-0.3,1.1,1.2,-7,2,-10,8,-1,-1.1,6
CC(C(=O)NCc1cccnc1)c1ccc([N+](=O)[O-])cc1 (stereo unspecified),2,-6.1,3.7,0.2,-16,17,-16,-2,0,0.2,-6
Cc1cc(NC(=O)CSc2nc3ccccc3n2CC(=O)N2CC(C)CC(C)C2)no1 (stereo unspecified),nt,-0.5,0.1,-1.3,-3,-7,-5,12,1,-0.7,nt
CCN(CC)CCC#CC(O)(c1ccccc1)C1CCCCC1 (stereo unspecified),-3,-0.5,-2.9,3.4,-3,-4,10,-1,-1,-1.2,9
O=C1CN(C(=O)COC(=O)c2ccccc2NCc2ccco2)c2ccccc2N1,1,-1.3,-2.5,-0.2,1,7,728*,-9,6,-0.2,-30
Cc1cc(C)c(C)c(S(=O)(=O)Nc2ccc(OCC(=O)O)cc2)c1C,4,1.4,5.0,3.0,3,-5,181,3,0,-0.9,-11
Fc1cccc(Cl)c1Cn1nnc2c(-n3ccnc3)ncnc21,2,1.5,2.3,3.2,-7,11,91,-10,-3,0.6,-21
Cn1c(=O)cc(SCC(=O)N2CCN(c3ccccn3)CC2)c2ccccc21,3,1.5,3.1,4.1,-6,-14,1,-6,4,-0.6,-3
O=C(NC1CC1)c1sccc1-n1cccc1,2,-0.7,-2.5,1.1,8,-2,-7,-2,1,-1.1,-26
CC(C)C(=O)NC(NC1CCS(=O)(=O)C1)C(Cl)(Cl)Cl (stereo unspecified),1,-1.7,4.6,0.5,-3,-1,0,0,-1,0.8,-16
O=S1(=O)N=C(N2CCCc3ccccc32)c2ccccc21,0,-0.9,-3.2,-0.5,7,-2,-12,-8,-2,2.7,-1
O=C(Cc1ccc(-n2c(=O)c3sccc3n(CC(=O)Nc3ccccc3F)c2=O)cc1)NCc1ccco1,-2,-0.5,-1.6,0.7,-10,-9,1,-5,-1,-1.2,15
CC(C)c1nc(CNC(=O)C2CCC(=O)N(CCc3ccc(Cl)cc3)C2)no1 (stereo unspecified),2,-1.2,3.1,1.1,-25,-2,11,-4,-1,-0.3,1
Cn1cc(S(=O)(=O)NCc2ccco2)c(=O)n(C)c1=O,-1,0.2,0.8,2.7,-8,-12,8,-10,1,1.3,4
CC(NC(=O)c1cc(S(=O)(=O)N(C)C)ccc1Cl)C1CC2CCC1C2 (stereo unspecified),2,-1.2,2.9,2.5,-8,8,-9,-3,-2,0.8,14
O=S(=O)(c1ccc(-c2n[nH]c(=S)o2)cc1)N1CCCC1,0,-0.6,1.5,1.2,10,-4,5,-4,-1,0.3,-1
CCOC(=O)C1(CC)NC(c2ccc(N(C)C)cc2)C2C(=O)N(C)C(=O)C21 (stereo unspecified),2,0.3,3.8,2.5,-11,-3,80,2,1,-1.6,15
O=C(COC(=O)COc1ccc(Br)cc1)NC1CCCCCC1,5,0.8,1.8,-1.6,-10,-4,22,4,-7,1.6,-11
O=C1C2C3C=CC(CNS(=O)(=O)c4ccccc4)(O3)C2C(=O)N1c1ccc(Cl)cc1 (stereo unspecified),2,1.6,2.3,4.6,10,-1,-37,0,2,-2.0,-5
CC(=O)N1CCCc2cc(S(=O)(=O)NCCC3=CCCCC3)ccc21,0,-0.9,0.9,1.8,-2,-2,nt,-8,0,3.1,16
COc1ccc(CN2CCN(C(=O)c3c(-c4ccccc4)noc3C)CC2)cc1F,4,-1.7,2.5,1.2,-9,17,8,1,-3,-2.3,-9
Cc1ccccc1C(=O)NC(=S)Nc1ccc(S(=O)(=O)N2CCOCC2)cc1,-1,1.6,-1.0,4.9,-3,8,-1,-16,-3,-1.9,3
COCCn1c(SCC#N)nnc1-c1ccc(OC)cc1,4,-0.9,3.7,1.2,-1,-3,96,-2,-5,-1.6,-11
CCCC(=O)N1CC2(CCC)CN(C(=O)CCC)CC(CCC)(C1)C2=O,-1,-1.7,3.4,0.2,-10,1,20,2,-3,0.7,-31
CCCCNC(=O)CC(=O)Nc1ccccc1C(=O)O,2,-0.1,-1.2,-0.2,4,-3,-2,-3,1,-0.6,-4
CCOC(=O)C1=C(C)N(C[C@@H]2CC[C@@H](Cc3ccc(-c4ccccc4)cc3)O2)C(=O)NC1C1CC1 (stereo partly specified),3,-3.0,1.2,1.5,-7,7,nt,6,0,-0.4,-11
O=C(O)c1cc2c(ccc3ccccc32)oc1=O,-3,-1.7,2.6,-0.3,-11,-6,-8,-1,-3,1.3,-18
O=C(CCCCCn1nnc2ccccc2c1=O)Nc1ccccc1Cl,-5,-0.2,-1.4,1.4,10,-4,5,9,1,-0.9,17
Cc1ccc(-n2[nH]c(C)c(/C=N/Nc3ccc([N+](=O)[O-])cc3[N+](=O)[O-])c2=O)cc1C,-6,5.0,2.0,3.1,-17,11,-22,-3,39*,0.2,9
N#CCCn1c(=O)n(CCC#N)c2ccccc21,nt,0.9,0.2,1.2,nt,-10,-10,nt,nt,-0.6,nt
CC1C(C#N)=C(N)OC2=C1C(=O)CCC2 (stereo unspecified),-2,-1.7,4.3,0.9,4,-8,-8,-5,-2,1.6,5
O=c1cnc2ccccc2n1Cc1ccccc1C(F)(F)F,1,-2.5,3.7,2.1,6,-6,515*,-3,1,0.4,-4
O=C(N/N=C\c1ccc([N+](=O)[O-])o1)c1cncc(Br)c1,0,0.2,8.6,3.4,-3,-19,31,4,3,4.7,6
Cc1ccc(C)c(NC(=O)CN(C)C(=O)c2ccccc2OCc2ccc(Cl)cc2)c1,-1,-1.8,0.9,2.7,2,14,-5,-9,-5,0.5,3
CC(NCCC(Cc1ccccc1)c1ccco1)c1ccccc1 (stereo unspecified),-2,-1.0,0.8,1.2,-21,10,-19,-10,4,1.8,1
O=C(Nc1nnc(-c2ccccc2F)s1)C1CCCO1 (stereo unspecified),5,1.9,3.1,2.9,-1,-6,-12,-5,2,0.6,-14
Cc1nn(-c2ccccc2)c(C)c1/C=N/NC(=O)c1cccs1,1,-0.9,3.4,5.3,1,2,26,-9,2,0.1,19
N#CCCN(C(=O)COC(=O)c1ccc(S(=O)(=O)N2CCCC2)cc1)c1cccc(Cl)c1,-5,-1.0,1.4,0.1,8,-4,-3,15,0,-0.8,6
CCC(=O)N1CCc2cc(Br)cc(S(=O)(=O)N3CCN(C(=O)c4ccco4)CC3)c21,0,0.6,0.3,3.2,-1,-4,15,6,2,-1.4,-5
O=C(NCC(=O)N1CCN(c2ccccc2)CC1)c1ccc(Br)o1,2,-2.1,-0.2,-0.4,1,-8,302,-10,-2,-0.8,12
CNC(=O)CN1C(=O)NC(c2ccccc2)(c2ccccc2)C1=O,4,0.3,4.0,-1.9,7,-5,-3,-4,-2,1.9,-10
Cc1cc(C)n(CC(=O)N2c3ccccc3Sc3ccc(C(F)(F)F)cc32)n1,-3,-0.7,-1.4,3.4,-10,7,-7,-10,-2,-0.1,9
O=C1CC(Nc2ccc(N3CCOCC3)cc2)C(=O)N1CCc1ccccc1 (stereo unspecified),-1,0.8,1.7,1.7,6,7,0,-5,5,-0.3,0
COc1ccc(C(C(=O)NC2CCCC2)N(C(=O)c2ccco2)c2cccc(C(C)=O)c2)cc1OC (stereo unspecified),1,1.7,1.1,0.9,6,-8,-12,7,-3,-0.8,-3

# Record cards, as listed above. Screens in order: HTR5A ag ctr, CDK5 p35 inh, AddAB inh, phage Ecoli inh, PKA-R1A activ, Tat transport, SUMO Mot1 rescue, PKA-R2B activ, DAGLB inh, Ecoli viability, HTR5A inv ctr
# O=C(Nc1nnc(-c2ccccc2F)s1)C1CCCO1 (stereo unspecified) in the list: 5, 1.9, 3.1, 2.9, -1, -6, -12, -5, 2, 0.6, -14
# O=C(CCCCCn1nnc2ccccc2c1=O)Nc1ccccc1Cl in the list: -5, -0.2, -1.4, 1.4, 10, -4, 5, 9, 1, -0.9, 17
